KCNQ1 act = potentiators or activators of human KCNQ1 potassium channel; P51787; CHO-K1 KCNQ1, thallium flux FluxOR fluorescence; active compounds read high; B-score at 10 µM; 0.35% of 310,000 active; AID 2648;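 active = fluorescence ratio B-score, a plate-corrected score, at least three library SD, with initial intensity B-score within 5 SD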
Target sequence (P51787 whole entry, looked up): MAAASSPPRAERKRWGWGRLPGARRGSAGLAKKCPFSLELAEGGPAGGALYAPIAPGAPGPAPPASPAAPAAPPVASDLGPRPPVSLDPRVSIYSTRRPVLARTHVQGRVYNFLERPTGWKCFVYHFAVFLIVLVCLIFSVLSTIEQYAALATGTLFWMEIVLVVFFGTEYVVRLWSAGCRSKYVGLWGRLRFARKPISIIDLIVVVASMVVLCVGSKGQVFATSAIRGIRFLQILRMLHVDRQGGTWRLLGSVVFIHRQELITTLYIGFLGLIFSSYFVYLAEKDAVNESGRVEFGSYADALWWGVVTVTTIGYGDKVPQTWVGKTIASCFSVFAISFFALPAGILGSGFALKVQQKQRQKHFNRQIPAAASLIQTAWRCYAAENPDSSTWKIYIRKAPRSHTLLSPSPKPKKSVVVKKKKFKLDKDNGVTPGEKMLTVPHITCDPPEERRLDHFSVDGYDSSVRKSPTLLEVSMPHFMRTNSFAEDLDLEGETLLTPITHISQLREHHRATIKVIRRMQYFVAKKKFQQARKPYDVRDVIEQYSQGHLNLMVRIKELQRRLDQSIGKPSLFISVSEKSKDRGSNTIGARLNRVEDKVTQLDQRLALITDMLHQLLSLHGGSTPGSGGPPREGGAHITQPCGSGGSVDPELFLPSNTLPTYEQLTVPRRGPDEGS
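Schedule – 37 °C overnight plating, 90-min dark dye load, 20-min compound pretreatment · System – stable KCNQ1 CHO-K1 line · Probe or stimulus – thallium- and potassium-containing depolarizing buffer · Measured by – kinetic FluxOR fluorescence, 10 s baseline plus 110 s post-stimulus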
KCNK3 block = human KCNK3 channel inhibition, primary screen | B-score at 10 µM | 0.84% of 340,000 active | CHO-KCNK3 thallium flux, FluxOR fluorescence; active compounds read low | O14649;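 active = B-score under library mean minus 4 SD, starting fluorescence ratio at most library mean plus 5 SD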;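 note: more negative B-score means stronger inhibition of thallium flux through KCNK3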
PolyA inh = inhibitors of polyadenylation in S. cerevisiae. S. cerevisiae SKY197-pL101 polyadenylation reporter, beta-gal luminescence; efflux-impaired pdr1/pdr3 knockout yeast; score 100 = 6 SD above DMSO. AID 1875. 0.02% of 300,000 active. calls only at 12 µM;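 active = lowest replicate activity score at least 50, where 100 means six control SD above control mean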;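 note: yeast exposed to compound for 9 h at 30 °C; higher score means more reporter readthrough which indicates perturbed polyadenylation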
Platelet DG rel = modulates dense granule release in human platelets; human platelet-rich plasma, SFLLRN dense granule ATP release, luminescence; inhibition, %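 (compounds screened at 7.5 µM in platelet-rich plasma)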; AID 1663; 0.22% of 300,000 active;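 active = mean replicate score, as percent of positive control, at or above 50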
TRPC4 PAM = allosterically enhances the mouse TRPC4 cation channel; Q9QUQ5; HEK293 TRPC4beta/mu-opioid, DAMGO EC20, Fluo-4 Ca2+ flux; active compounds read high; B-score at 10 µM; 0.42% of 310,000 active;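 active = B-score of calcium response area above 5 SD of library B-scores, with initial fluorescence ratio within 5 SD of library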;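 note: B-score of integrated fluorescence ratio over time as area under calcium response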
hERG protect = compounds protecting human hERG from proarrhythmic drug block; 0.51% of 310,000 active; CHO-hERG, FluxOR thallium flux, dofetilide IC70 present; activation (rescue from dofetilide block), less the hit threshold, % at 10 µM; Q12809;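 active = activation above the mean of controls blocked by dofetilide plus 5 SD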;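 note: thallium influx through hERG after potassium depolarization seen as dye fluorescence rise; in these data hits start at about 4.7%; inactives centre near -7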
Dyrk1A ADPGlo = blocks rat Dyrk1A kinase activity; Q63470; ADP-Glo luminescence, NFATc1 peptide; inhibition, % at 12.5 µM; 0.43% of 310,000 active; in the data active = inhibition above about 50%;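 note: plate controls were vehicle with enzyme for no effect and no enzyme for full effect; many of its hits are not listed in these tables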
KCNK9 block = human KCNK9 channel inhibition | Q9NPC2 | HEK293 KCNK9, FluxOR thallium flux fluorescence; active compounds read low | B-score at 10 µM | 1.2% of 310,000 active | AID 488922;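 active = ratio B-score over 3 SD below the library mean, with starting fluorescence within 5 SD of its mean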;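 note: negative B-score means less thallium flux so channel inhibition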
KCNQ1 inh = inhibitors of human KCNQ1 potassium channel; P51787; CHO-K1 KCNQ1, FluxOR thallium flux fluorescence; active compounds read high; 1.3% of 310,000 active; B-score at 10 µM;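 active = compounds whose thallium flux B-score, printed positive for inhibition, exceeds three library SD while starting fluorescence stays within three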;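 note: channel opened by potassium depolarization with thallium stimulus after 20 min compound exposure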
TRPC4 agonist = opens the mouse TRPC4 cation channel | 0.49% of 310,000 active | HEK293 TRPC4beta/mu-opioid, Fluo4 calcium fluorescence; active compounds read high | B-score at 10 µM;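 active = B-score above 5 SD of library B-scores, and initial fluorescence ratio not above library mean plus 5 SD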;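 note: positive B-score marks a calcium rise read as TRPC4 activation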
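Test system: HEK293 cells stably co-expressing mouse TRPC4beta and mu-opioid receptor | Schedule: Fluo4 dye loading 45 min at room temperature, 110 s recording | Measured by: Kinetic Fluo4 calcium fluorescence, 5 s baseline at 1 Hz | Evaluation: B score of integrated ratio | Controls: Buffer (low) and maximal DAMGO (high)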
TRPC4 block = blocks the mouse TRPC4 cation channel; Q9QUQ5; B-score at 10 µM; HEK293 TRPC4beta/mu-opioid, DAMGO-evoked Fluo4 calcium flux; active compounds read low; 0.39% of 300,000 active;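 active = B-score over 3 SD under the library average, no early fluorescence shift, positive overall ratio signal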
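Assay system: TRPC4beta/mu-opioid receptor HEK293 cell line; compound dosing: single concentration per test compound; detection: Fluo4 Ca2+ flux fluorescence; evaluation: per-well B score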
Starred values were filed as active, the others as inactive; i = inactive; . = no result given. These rows are one share of the data; rates above refer to the full screens.

SMILES	KCNQ1 act	KCNK3 block	PolyA inh	Platelet DG rel	TRPC4 PAM	hERG protect	Dyrk1A ADPGlo	KCNK9 block	KCNQ1 inh	TRPC4 agonist	TRPC4 block
CCCN(C(=O)c1cccc(S(=O)(=O)N2CCN(Cc3ccccc3)CC2)c1)C1CCS(=O)(=O)C1 (stereo not given)	i	i	i	-10	i	-7	10	i	i	i	i
C=CCn1c(CCC(O)COCCC)n[nH]c1=S (stereo not given)	i	i	i	1	i	-7	.	i	i	i	i
O=C(N/N=C/C=C/c1ccco1)C(O)c1ccccc1 (stereo not given)	i	i	i	-9	i	-4	1	i	i	i	i
S=c1[nH]nc(C2CCCCC2)n1/N=C/c1ccncc1	i	i	i	-1	i	-11	47	i	i	i	i
O=C(NNC(=S)NC(=O)c1ccccc1[N+](=O)[O-])c1ccccc1Cl	i	i	i	18	i	-13	-9	i	i	i	i
Cc1ccc(SC(C)C(=O)Nc2ccncc2)cc1 (stereo not given)	i	i	i	8	i	-6	4	i	i	i	i
COc1cc2c(cc1OC)[C@@H](Cc1ccc(OCCC#N)cc1)N(C)CC2	i	i	i	0	i	-5	-3	i	i	i	i
CCC(C)NC(=O)CSc1nc2c(sc3ccccc32)c(=O)n1CCCN1CCOCC1 (stereo not given)	i	i	i	-6	i	-11	4	i	i	i	i
CC(=O)N(/N=C/c1cccc(C)c1)c1nc(-c2ccc(Br)cc2)cs1	i	i	i	-1	i	-9	-1	i	i	i	i
COc1ccc2c(C(=O)CN3CCN(c4ccccc4)CC3)c[nH]c2c1	i	i	i	-1	i	-6	0	i	i	i	i
C=Cc1ccc(CN2CCCN(Cc3ccc(Cl)cc3)S2(=O)=O)cc1	i	i	i	0	i	-11	6	i	i	i	i
COc1ccc(-c2nnc(-c3ccccc3O)o2)cc1	i	i	i	2	i	5.1*	0	i	i	i	i
NNc1nc2c(-c3cccc(C(F)(F)F)c3)nnn2c2ccccc12	i	i	i	-6	i	-7	2	i	i	i	i
COc1ccccc1OCCCCn1ncc2ccc(OC)c(OC)c2c1=O	i	i	i	-4	i	-4	-3	i	i	i	i
CC(C(=O)NCCCc1ccccc1)c1ccc([N+](=O)[O-])cc1 (stereo not given)	i	i	i	-7	i	-5	-5	i	i	i	i
Nn1c(-c2cccc([N+](=O)[O-])c2)nc2ccccc2c1=O	i	i	i	3	i	-9	3	i	i	i	i
COc1ccccc1C(=O)NCc1ccccn1	i	i	i	-1	i	-4	1	i	i	i	i
O=C(O)CC1NC(=O)N(c2ccccc2)C1=O (stereo not given)	i	.	i	-2	i	-13	.	i	i	i	i
CC(C)(C)NC(=O)COC(=O)/C=C/c1ccccc1[N+](=O)[O-]	i	i	i	.	i	-3	-1	i	i	i	i
COc1ccc(-c2nc3ccccc3[nH]2)cc1	i	i	.	38	i	-4	20	i	i	i	i
CCN(CC(=O)Nc1ccc2c(c1)OCCO2)S(=O)(=O)c1cccs1	i	i	i	.	i	-13	-2	i	i	i	i
Cc1cc(OC(=O)c2ccco2)c2c(C)cc(=O)oc2c1	i	i	i	1	i	1	5	i	i	i	i
Cc1cccc(OCCC(=O)NCC(c2ccco2)N2CCCCC2)c1 (stereo not given)	i	i	i	-4	i	-13	-2	i	i	i	i
CN(C)c1ccc(-c2nc3cc(N)ccc3o2)cc1	i	i	i	30	i	-6	-3	i	i	i	i
COc1ccc2cc(C(=O)NCc3ccco3)c(=Nc3ccc(C(=O)O)cc3)oc2c1	i	i	i	-1	i	-10	14	i	i	i	i
COc1ccc(C2/C(=C(/O)c3ccc4c(c3)CC(C)O4)C(=O)C(=O)N2CCN2CCOCC2)cc1 (stereo not given)	i	i	i	0	i	-4	2	i	i	i	i
COc1ccc(N(CC(=O)Nc2ccc(OC)c(OC)c2)S(=O)(=O)c2ccccc2)cc1Cl	i	i	i	4	i	-3	8	i	i	i	i
CSc1ncccc1C(=O)OCc1c(F)cccc1Cl	i	i	i	-4	i	-13	1	i	i	i	i
COC(=O)c1ccc(C2/C(=C(/O)c3ccc(OC(C)C)cc3)C(=O)C(=O)N2c2cc(C)on2)cc1 (stereo not given)	i	i	i	6	i	-1	0	i	i	i	i
O=C(NCc1ccccn1)c1ccc(S(=O)(=O)Nc2ccccc2F)cc1	i	i	i	4	i	-9	1	i	i	i	i
COc1ccc(OCC2CCCN(Cc3nc(CC4CC4)no3)C2)cc1 (stereo not given)	i	i	i	-4	i	-4	1	i	i	i	i
Brc1ccc(Cn2c(-c3cncs3)nc3ccccc32)cc1	i	i	i	7	i	-8	3	i	i	i	i
CC1CC(C)CN(C(=O)c2cn(C)c3ccc(S(=O)(=O)N(C)C)cc3c2=O)C1 (stereo not given)	i	i	i	-1	i	-5	12	i	i	i	i
Cc1cc2c(c(=O)o1)C(c1ccc([N+](=O)[O-])o1)C(C#N)=C(N)O2 (stereo not given)	i	i	i	3	i	-7	0	i	i	i	i
CC(C)(C)C(=O)NC1(C(F)(F)F)NC(=O)N(c2ccc(F)cc2)C1=O (stereo not given)	i	i	i	1	i	-13	-1	i	i	i	i
CSc1nnc(-c2ccc(C(F)(F)F)cn2)o1	i	i	i	.	i	-7	.	i	i	i	i
CC1CCN(S(=O)(=O)c2ccc3c(c2)N(CC(=O)N(C)Cc2ccco2)C(=O)CO3)CC1	i	i	i	-31	i	-6	.	i	i	i	i
Cn1cc(C(=O)N2CCCCCC2)c(=O)c2cc(S(=O)(=O)N3CCCCC3)ccc21	i	i	i	1	i	-5	-2	i	i	i	i
CCS(=O)(=O)c1ccc2oc(Nc3ccc(C(C)C)cc3)nc2c1	i	i	i	0	i	-12	-4	i	i	i	i
C=CCc1ccc(OCCOCCNCCOC)c(OC)c1	i	i	i	0	i	-3	-2	i	i	i	i
Cc1c(CN(C)CCc2ccccc2)c(=O)n(-c2ccccc2)n1C	i	i	i	6	i	-2	10	i	i	i	i
O=C(c1ccc(CS(=O)(=O)c2ccccc2)o1)N1CCN(c2ncccn2)CC1	i	i	i	5	i	-16	-9	i	i	i	i
COc1ccc(CC(=O)NCC(c2ccc(OC)cc2)N(C)C)cc1 (stereo not given)	i	i	i	-15	i	-10	1	i	i	216*	i
CCOC(=O)c1cnn2c(C(F)(F)F)cc(-c3ccco3)nc12	i	i	i	-4	i	-9	2	i	i	i	i
Cc1cc(-c2ccc(C(=O)O)s2)cnc1N	i	i	i	1	i	-9	65*	i	i	i	i
CC(C)c1ccc(NC(=S)NN2CCN(C)CC2)cc1	i	i	i	6	i	-10	.	i	i	i	i
COCCn1c(C)cc(C(=O)COC(=O)c2ccc[nH]c2=O)c1C	i	i	i	25	i	-3	-2	i	i	i	i
COc1cccc(C(=O)Cn2c(=O)n(CCC(=O)NCC3CCCO3)c(=O)c3cc(OC)c(OC)cc32)c1 (stereo not given)	i	i	i	1	i	-17	-5	i	i	i	i

Six records picked at random from those above:
SMILES	KCNQ1 act	KCNK3 block	PolyA inh	Platelet DG rel	TRPC4 PAM	hERG protect	Dyrk1A ADPGlo	KCNK9 block	KCNQ1 inh	TRPC4 agonist	TRPC4 block
CC(C)c1ccc(NC(=S)NN2CCN(C)CC2)cc1	i	i	i	6	i	-10	.	i	i	i	i
CC1CCN(S(=O)(=O)c2ccc3c(c2)N(CC(=O)N(C)Cc2ccco2)C(=O)CO3)CC1	i	i	i	-31	i	-6	.	i	i	i	i
O=C(c1ccc(CS(=O)(=O)c2ccccc2)o1)N1CCN(c2ncccn2)CC1	i	i	i	5	i	-16	-9	i	i	i	i
COCCn1c(C)cc(C(=O)COC(=O)c2ccc[nH]c2=O)c1C	i	i	i	25	i	-3	-2	i	i	i	i
C=CCc1ccc(OCCOCCNCCOC)c(OC)c1	i	i	i	0	i	-3	-2	i	i	i	i
CCS(=O)(=O)c1ccc2oc(Nc3ccc(C(C)C)cc3)nc2c1	i	i	i	0	i	-12	-4	i	i	i	i

The listing continues.
SMILES	KCNQ1 act	KCNK3 block	PolyA inh	Platelet DG rel	TRPC4 PAM	hERG protect	Dyrk1A ADPGlo	KCNK9 block	KCNQ1 inh	TRPC4 agonist	TRPC4 block
O=C(NCc1ccc2c(c1)OCO2)c1ccc(CN2CCOCC2)cc1	i	i	i	4	i	-12	-3	i	i	i	i
NC(=S)Nc1ccc(F)cc1F	i	i	i	-21	i	-8	.	i	i	i	i
O=C(COc1cnc2ccccc2n1)NCCC1=CCCCC1	i	i	i	1	i	-11	3	i	i	i	i
Cc1cc(C)c2[nH]c(=O)c(C(c3nnnn3C(C)(C)C)N3CCN(C(=O)c4ccco4)CC3)cc2c1 (stereo not given)	i	i	i	-4	i	2	-4	i	i	i	i

3 entries from above, sorted by the value under Dyrk1A ADPGlo, lowest first:
Compound	Dyrk1A ADPGlo
Cc1cc(C)c2[nH]c(=O)c(C(c3nnnn3C(C)(C)C)N3CCN(C(=O)c4ccco4)CC3)cc2c1 (stereo not given)	-4
O=C(NCc1ccc2c(c1)OCO2)c1ccc(CN2CCOCC2)cc1	-3
O=C(COc1cnc2ccccc2n1)NCCC1=CCCCC1	3

Compound activity: PubChem BioAssay, several laboratories
